Screening data from PubChem BioAssay.
KCNH2 3.1 inh: blocks the human KCNH2 3.1 channel isoform | U2OS KCNH2 3.1, thallium flux FluxOr; active compounds read low | activity change, % (tested at about 1.8 µM) | 340,000 tested, 0.95% active | AID 720553;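 active = maximum activity change below -70%; inconclusive = maximum activity change from -70% to -50%; inactive = maximum activity change above -50%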;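 also: thallium influx rate constant from kinetic fluorescence after stimulation buffer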
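FluxOr-based Tl+ influx in U2OS cells transduced with KCNH2 3.1 virus; rate constants normalized to DMSO controls.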
B2AR arrestin: recruits beta-arrestin to the human beta2-adrenergic receptor. P07550. beta-arrestin recruitment to beta2AR, cell-based reporter. Potency, µM (doses to about 46.1 µM), without a hit: top-dose activation, actives largely listed as activators. 330,000 tested, 0.02% active. AID 492947;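 also: potency is read from the fitted curve at half-maximal effect; 0% = DMSO controls and full agonism = EC100 isoproterenol or metaproterenol; nearly all actives have a fitted effect of over 65% in size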
Target sequence (P07550 whole entry, looked up): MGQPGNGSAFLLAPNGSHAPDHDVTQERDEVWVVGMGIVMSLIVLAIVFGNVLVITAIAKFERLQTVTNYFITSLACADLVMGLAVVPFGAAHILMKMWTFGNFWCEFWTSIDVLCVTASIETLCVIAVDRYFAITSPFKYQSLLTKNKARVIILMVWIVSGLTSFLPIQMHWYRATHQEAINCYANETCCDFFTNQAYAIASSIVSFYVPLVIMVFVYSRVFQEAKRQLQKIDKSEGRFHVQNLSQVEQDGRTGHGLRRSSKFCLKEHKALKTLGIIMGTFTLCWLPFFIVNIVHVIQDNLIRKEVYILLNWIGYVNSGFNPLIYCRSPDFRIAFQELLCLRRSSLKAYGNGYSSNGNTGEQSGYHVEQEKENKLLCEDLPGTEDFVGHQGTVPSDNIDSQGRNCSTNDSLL
Eya2 phos inh: Eya2 (human) phosphatase inhibition; O00167; recombinant Eya2, OMFP fluorescence dephosphorylation (OMFP is methylfluorescein phosphate); Potency, µM (highest dose often 76.9 µM), without a hit: at the top dose activity, negative = inhibition, hits mostly inhibitors; 330,000 tested, 0.006% active; AID 488837; also: potency is read from the fitted curve at half-maximal effect
Target sequence (O00167 whole entry, looked up): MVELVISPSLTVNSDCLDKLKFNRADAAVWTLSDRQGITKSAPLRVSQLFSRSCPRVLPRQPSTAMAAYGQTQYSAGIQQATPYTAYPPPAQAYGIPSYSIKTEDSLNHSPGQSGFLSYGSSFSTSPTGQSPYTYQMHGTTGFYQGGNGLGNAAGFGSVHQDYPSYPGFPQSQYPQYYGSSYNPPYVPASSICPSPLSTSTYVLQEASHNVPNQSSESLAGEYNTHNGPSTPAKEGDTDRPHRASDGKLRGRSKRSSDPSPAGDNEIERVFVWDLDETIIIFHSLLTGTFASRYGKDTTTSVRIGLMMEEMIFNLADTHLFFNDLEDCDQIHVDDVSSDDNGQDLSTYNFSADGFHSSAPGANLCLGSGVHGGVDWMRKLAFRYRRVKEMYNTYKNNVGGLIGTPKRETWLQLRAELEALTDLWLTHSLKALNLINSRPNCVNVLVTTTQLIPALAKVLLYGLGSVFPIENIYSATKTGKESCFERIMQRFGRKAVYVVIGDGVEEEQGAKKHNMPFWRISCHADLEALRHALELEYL
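Eya2 protein (added as 0.2 uM solution) was preincubated with compound for 10 min at ambient temperature in 50 mM HEPES pH 7.5, 50 mM NaCl, 5 uM MgCl2, 0.05% BSA, 1 mM DTT. OMFP (added at 50 uM) then reacted 10 min; fluorescence read at 485/525 nm.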
BCR signal inh: blocks chronic active B-cell receptor signaling. 340,000 tested, 0.05% active. ABC-DLBCL IkBa-CBG/CBR reporter, luminescence ratio, 4 h. Potency, µM (top dose mostly 46.1 µM), for the others: at the highest dose ratio change, negative = lower green/red ratio, most hits filed as inhibitors; active = well fitted inhibition curve with a large enough effect in the signal ratio, with a control signal flat, not every such curve was filed as active; inconclusive = small, poorly fitted or top-dose-only effect, or effect the other way, or a change in a side signal; the % refers to the signal ratio;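 also: potency is read from the fitted curve at half-maximal effect; plate controls were basal doxycycline-induced cells for no effect and cells given 10 µM MG132 for full effect; MG132 reads +100%, hits lower the ratio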
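Cell line TMD8 (human ABC DLBCL), stably expressing tet-inducible CBG68-IkBa fusion and CBR; IMDM/0.5% FBS; cpd up to 46 uM; dox induction, 4 h, 37C/5% CO2; dual luminescence; green/red ratio; MG132 control.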
USP2a inh: blocks human ubiquitin-specific protease USP2a. USP2 core, Ub-CHOP2 coupled fluorogenic reporter, 485/531. Potency, µM (highest dose often 38.3 µM), inactives show at the top dose activity change, negative = inhibition, hits mostly inhibitors. 330,000 tested, 0.01% active. O75604;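 also: potency is read from the fitted curve at half-maximal effect; plate controls were DMSO wells for no effect and full inhibition by NEM control for full effect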
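Cell-free coupled assay: 10nM USP2 core preincubated 30min RT with compound in Tris-HCl pH 8.0/CaCl2/CHAPS buffer, then 25nM Ub-CHOP2 and 25nM reporter substrate; fluorescence (Ex 485/Em 531) read after 60min RT, normalized to NEM inhibition, concentration-response curves fitted.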
uPA generation: inhibitors of cell surface uPA generation. cell surface uPA generation assay, qHTS. AID 540303. 330,000 tested, 0.31% active. Potency, µM (doses to about 38.3 µM), for inactives: at the highest dose activity change, negative = inhibition, usual class: inhibitors; active = well fitted inhibition curve with a large enough effect; inconclusive = small, poorly fitted or top-dose-only effect; inactive = no such curve, though single readings can be large or run the other way; tested in mouse RAW 264.7 cells; also: potency is read from the fitted curve at half-maximal effect; nearly all actives have a fitted effect of over 55% in size
FBPA coupling cs: coupling enzyme interference in Giardia aldolase counter-screen; activity change, negative = inhibition, % at 58.2 µM, hits read low; 290,000 tested, 0.67% active; coupling enzyme system counterscreen, AmpLite Red fluorescence; in the data active = activity change below about -30%
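Compounds tested against the coupling enzymes alone at 57.5 uM final; readout was AmpLite Red fluorescence (525/598 nm) after 20 min at RT.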
GALK inhibitor: inhibitors of human galactokinase; Potency, µM (titrated, usually from 57.5 µM), inactives show at the top dose activity change, negative = inhibition, most hits filed as inhibitors; 270,000 tested, 0.007% active; P51570; Purified GALK, Kinase-Glo residual ATP luminescence; AID 1868; also: potency is read from the fitted curve at half-maximal effect
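Human GALK (5 nM) with 35 uM ATP and 100 uM galactose in 20 mM HEPES pH 8.0, 5 mM MgCl2, 60 mM NaCl, 1 mM DTT, 0.01% BSA. After 1 h at room temperature, leftover ATP was read by Kinase-Glo Plus luminescence.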
Giardia kill: Giardia lamblia killing; activity change, % at 7.66 µM, hits read low; Giardia lamblia trophozoite viability; 340,000 tested, 0.15% active; in the data active = activity change below about -80%; inconclusive = between about -30% and that limit;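 also: parasites exposed to compound for two days anaerobically before the ATP read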
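Each well holds 100 Giardia trophozoites and compound. After two days (48 hrs) at 37 deg C in anaerobic conditions, ATP is quantified by luminescence.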
PKM2 activator: activators of human pyruvate kinase M2; P14618; purified PKM2, Kinase-Glo ATP luminescence, activation; response scale: 0% is enzyme alone, no compound; 260,000 tested, 0.34% active; Potency, µM (doses to about 57.5 µM), without a hit: top-dose activation, actives largely listed as activators; also: potency is read from the fitted curve at half-maximal effect; nearly all actives have a fitted effect of over 55% in size
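Purified hPK-M2 (>95% pure) converted ADP (0.1 mM final) to ATP with 0.5 mM PEP in 50 mM imidazole pH7.2, KCl, MgCl2, Tween 20, BSA; 1 h at room temperature. ATP detected by Kinase-Glo luminescence.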
hERG WT inh: blocks the wildtype human KCNH2 potassium channel | activity change, % at 1.84 µM | 340,000 tested, 0.37% active | U2OS, BacMam KCNH2, thallium flux FluxOr; active compounds read low | AID 720551;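 active = maximum activity change below -70%; inconclusive = maximum activity change between -70% and -50%; inactive = maximum activity change above -50%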
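U2OS cells were transduced with wild-type KCNH2 virus (2.03 x 10^8 / mL) for 4 h at room temperature, then cultured overnight at 37 C. Thallium flux was read with FluxOr dye. Rate constants were normalized to DMSO controls.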
* = called active by the depositor; u = inconclusive; x = not tested or not shown; & = joins results of further samples; [ ] = remark or other dose. Unless noted, calls follow the shape of the dose curve; as a rule, active = well fitted curve in the direction sought with a large enough effect; inconclusive = small, poorly fitted or top-dose-only effect, or another doubt; inactive = no such curve, though single readings can be large; an effect the other way counts as inactive or inconclusive. Unless noted, % is scaled to controls: 0 for no effect and ±100 for the full control effect.

SMILES	KCNH2 3.1 inh	B2AR arrestin	Eya2 phos inh	BCR signal inh	USP2a inh	uPA generation	FBPA coupling cs	GALK inhibitor	Giardia kill	PKM2 activator	hERG WT inh
Cc1ccc(NC(=O)CC2C(=O)NC3CCCCC3N2C(=O)c2ccc(F)cc2)cc1C (configuration not stated)	-20	-0.2%	x	-18%	0%	-2%	3	2%	-8	-17%	-14
COc1ccc(NC(=O)CS(=O)CC(=O)Nc2cc(Cl)ccc2OC)cc1 (configuration not stated)	-11	0.0%	-21%	1%	3%	x	-1	0%	0	0%	-5
COc1ccc(/C=C2\C(=N)N3N=C(CC(=O)N4CCCCC4)SC3=NC2=O)cc1	10	3.4%	6%	0%	1%	-4%	13	-3%	18	0%[0.46 µM]	-1
O=C(c1ccc(-c2ccccc2)cc1)N1CCN(C(=O)c2ccco2)CC1	2	0.1%	5%	-1%	3%	-5%	6	0%	19	1%	8
c1ccc(CSCc2cn3ccsc3n2)cc1	5	-0.1%	-39%	13%	3%	5%	1	0%	2	-3%	7
O=C(NC1CC1)c1cc2c(F)cccc2s1	1	0.0%	13%	8%	4%	-1%	-3	1%	u	-3%	1
S=C(Nc1ccccc1)N1CCN(c2ccc(N3CCOCC3)nn2)CC1	1	-0.1%	1%	-1%	2%	-1%	-1	-2%	16	4%	-5
CCOC(=O)c1[nH]ncc1CN1CCC(Cc2ccccc2)(C(=O)OCC)CC1	-4	1.0%	u	-5%	3%	-10%	0	-4%	-5	2%	5
Cc1ccc(S(=O)(=O)N2[C@@H](c3ccc(Br)cc3)C(C(=O)O)=CC[C@H]2c2ccc(Cl)c(Cl)c2)cc1	x	0.1%	-15%	3%	-6%	-19%	x	x	-23	x	-8
CC(C)c1nc2c(c(=O)n(C)c(=O)n2C)n1C	2	0.5%	-18%	9%	5%	4%	1	2%	13	2%	2
CCCCN=Cc1sc2ccc(OCC)cc2c1O	u	-0.6%	-6%	u	-5%	-3%	0	0%	6	5%	7
CCN(CC(=O)NCc1ccc(Cl)cc1)C(=O)/C=C/c1cccs1	-4	-0.1%	19%	-4%	2%	4%	0	15%	-7	-2%	40
CCCCCOc1ccc(C(=O)CCN2CCOCC2)cc1	-11	-0.6%	-9%	8%	0%	-4%	2	-1%	-10	-1%	0
COc1cc(NC(=O)COC(=O)c2cnc(C)cn2)c(C)cc1[N+](=O)[O-]	-2	-0.7%	-22%	1%	1%	8%	0	-1%	36[activator]	-6%	x
COc1ccc(CCNC(=O)CSCc2ccc(Cl)cc2)cc1OC	23	-0.5%	1%	0%	-1%	-1%	1	2%	1	6%	-3
Cc1ccc(N(CC(=O)Nc2ccccc2C(=O)N2CCOCC2)S(C)(=O)=O)cc1	3	-0.5%	1%	-8%	1%	4%	-4	3%	-10	-3%	-2
CC1=NN(C(=O)c2ccc(Cl)cc2)C(O)(c2ccccc2)C1 (configuration not stated)	-4	0.0%	4%	u	-7%	0%	6	7%	11	0%[11.5 µM]	-8
C#CCOCCOCCOCCNc1nc(N2CCOCC2)nc(N2CCN(C(=O)[C@H](CCC(=O)O)n3cc(C(N)Cc4ccc(O)cc4)nn3)CC2)n1 (some centres not stated)	-6	-0.5%	-6%	2%	-6%	-4%	-2	0%	-2	0%	-10
C=CCn1c(CCSCc2ccccc2)n[nH]c1=S	3	0.3%	-5%	3%	0%	11%	-3	-3%	8	u	2
COc1ccc(CC(=O)Nc2cccc(-c3csc(C)n3)c2)cc1	-3	-0.1%	5%	-5%	4%	-10%	3	-1%	7	-3%	-4
O=C(NCc1ccc2c(c1)OCO2)c1cccc2c1C(=O)N(C1CCCCC1)C2	7	0.3%	3%	-5%	-1%	3%	2	-1%	-4	6%	4
CCC1Sc2ccc(S(=O)(=O)CCC(=O)Nc3ccccc3Cl)cc2NC1=O (configuration not stated)	-33	0.2%	5%	12%	-4%	-1%	-1	8%	-10	x	-18
O=C(C1CC(=O)N(C2CCCCC2)C1)N1CCN(c2cccc(C(F)(F)F)c2)CC1 (configuration not stated)	-3	-0.4%	8%	4%	-1%	-9%	1	3%	-3	-2%	1
CCCc1n[nH]c2c1C(=O)CC(C)(C)C2	-11	-0.7%	2%	1%	-2%	-1%	1	1%	-5	-7%	11
O=C(CSc1ccc(-c2ccccn2)nn1)NCc1ccc(F)cc1	1	0.4%	-4%	0%	0%	1%	1	-3%	12	4%	6
COC(=O)Cn1cc(/C=N/NC(=O)c2ccc(C#N)cc2F)c2ccccc21	2	-0.3%	4%	-2%	4%	-9%	2	0%	-16	1%	11
COc1ccc(C2=NC(c3ccccc3)CO2)cc1 (configuration not stated)	x	6.8%	-6%	u	0%	x	1	x	x	-10%	x
CSc1ccccc1C(=O)NCCOc1cccc(C)c1	17	0.2%	9%	-4%	1%	-3%	1	-3%	2	8%	-3
COc1ccccc1-c1c(C)nn2c(N3CCC(C(N)=O)CC3)cc(C)nc12	-9	-0.3%	-30%	u	1%	15%	0	-2%	-27	4%	-1
CC(C)Nc1nc(NC(C)C)nc(N(C)C(N)=O)n1	-2	-0.5%	12%	-7%	-2%	-10%	1	-3%	6	-3%	-17
CCc1ccc(/C=C2\SC(=S)N(CCC(=O)NCCCN3CCOCC3)C2=O)cc1	8	-0.5%	12%	u	-1%	-4%	x	4%	-2	0%	-2
O=C(c1ccc(F)cc1)c1cn[nH]c1-c1ccccc1O	-12	0.1%	4%	-7%	4%	x	0	5%	-7	-3%	5
Cc1ccc(S(=O)(=O)N2CCOCC2)cc1NC(=O)COC(=O)CCn1c(C)csc1=O	4	-0.2%	2%	-1%	1%	2%	x	-6%	-13	3%	-3
Cc1ccc(S(=O)(=O)n2nc(OC(=O)c3c(-c4ccccc4Cl)noc3C)cc2N)cc1	-5	0.2%	8%	u	1%	-8%	0	-1%	-3	1%	-8
COc1ccc(C2OC(=O)CC2C(=O)NC(C)C)cc1 (configuration not stated)	5	-0.4%	-11%	7%	8%	x	2	0%	3	-24%	-4
COc1ccc(NC(=O)c2ccc(Cl)nc2)cc1S(=O)(=O)N1CCOCC1	17	-0.4%	-8%	12%	0%	u	x	x	1	x	0
COc1ccc(C)cc1Nc1ccc(C(=O)O)cc1[N+](=O)[O-]	21	0.3%	-9%	2%	0%	2%	10	0%	7	3%	-1
O=C(NCc1ccccc1Cl)c1ccc2nc[nH]c2c1	-5	-0.8%	5%	u	5%	-1%	4	-3%	5	1%	1
CCCCn1c(N)c(N(CC(C)C)C(=O)CSc2nnc(C)n2-c2ccc(OC)cc2)c(=O)[nH]c1=O	3	-0.3%	12%	-3%	1%	3%	x	x	9	x	2
CCOc1ccc(N2C(=O)CC(NCCc3ccncc3)C2=O)cc1 (configuration not stated)	0	0.0%	-1%	0%	-1%	-1%	0	1%	9	0%	0
CCC1(C)Cc2c(sc3[nH]c(=S)n(Cc4ccccc4)c(=O)c23)CO1 (configuration not stated)	17	-0.2%	10%	0%	2%	-6%	5	3%	-15	11%	10
CC(=O)c1cccc(S(=O)(=O)NC2CCCCCC2)c1	6	-1.6%	3%	u	-1%	1%	5	0%	7	-3%	-5
COC(=O)Cc1[nH]nc2c1C1(C(=O)N(Cc3ccc(Cl)cc3)c3ccccc31)C(C#N)=C(N)O2 (configuration not stated)	24	-0.7%	7%	2%	2%	3%	-3	-4%	7	2%	13
CCn1c(SCC(=O)NC2CCCC2)nnc1-c1c[nH]c2ccccc12	-23	-0.3%	-2%	9%	1%	1%	1	3%	3	2%	5
COc1ccc(NC(=O)CSc2nc3sc(C)cc3c(=O)n2C)c(OC)c1	6	0.0%	-3%	u	u	-9%	0	-2%	-12	x	-3
Cc1ccc(CC(NC(=O)c2ccccc2)C(=O)N2CCCC2C(=O)O)cc1 (configuration not stated)	2	0.5%	0%	6%	1%	x	0	1%	-3	0%	9
CCN(C(=O)COC(=O)c1ccccc1SCC(=O)NC1CCCCCCC1)C1CCS(=O)(=O)C1 (configuration not stated)	-7	0.2%	0%	u	1%	5%	4	-3%	-9	0%	-3
CC(C)(Oc1ccc(Cl)cc1)C(=O)N1CCN(c2ccccn2)CC1	13	-0.1%	-6%	u	3%	-2%	-2	-3%	9	-2%	-15
Nc1ccc(N2C(=O)c3ccccc3C2=O)c(Cl)c1	-11	0.0%	-2%&10%	0%	3%	18%	x	x	-7	x	6
Cc1nnc(NC(=O)c2ccccc2C(=O)O)s1	0	-0.9%	18%	11%	0%	2%	1	0%	-14	-2%	-2
Cc1ccc(NC(=O)NCCCCc2ccccc2)cc1	14	-0.5%	-9%	u	4%	1%	-1	5%	-10	-4%	26
